Screens as filed in PubChem.
Efflux pump mplx – inhibitors of Candida efflux pumps in yeast, primary screen, S. cerevisiae, Nile Red, multiplex | inhibition, % at 10 µM | actives 0.44% (n = 330,000) | S. cerevisiae Candida pump triplex;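 active = plate passing quality check with inhibition over a set limit, or well fluorescence over plate mean plus 4 SD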;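 note: Nile Red retained in pooled yeast measured as flow cytometry median fluorescence; 0% = buffer negative control and 100% = Enniatin B positive control; higher means more Nile Red kept so more efflux inhibition; some compounds called inactive have numbers as strong as hits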
PP1 inh – PP1-alpha phosphatase inhibitors, primary screen, counter-screen for PP5 inhibitor project, biochemical, fluorescence, OMFP substrate, single point; purified PP1alpha; inhibition, % at 6.7 µM; actives 0.9% (n = 320,000);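 active = inhibition above the mean inhibition of all tested compounds plus 3 SD, computed separately for each screening campaign, cut at about 15% in these data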
TPT1 inhibitor – Candida albicans TPT1 enzyme inhibitors, primary screen, biochemical, fluorescence polarization; actives 0.81% (n = 300,000); inhibition, % at 5 µM; recombinant caTPT1, FP RNA substrate dephosphorylation;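 active = inhibition above the mean of all tested compounds plus 3 SD, set per screening campaign, cut at about 24% in these data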;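 note: plate controls were DMSO alone for no effect and ferristatin control at 100 nM for full effect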
PP5 primary – PP5 phosphatase inhibitors, primary screen, biochemical, fluorescence. Serine/threonine-protein phosphatase 5 (Homo sapiens), P53041. purified PP5c, OMFP substrate fluorescence. inhibition, % at 6.7 µM. actives 0.18% (n = 320,000). AID 1987, 2009;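 active = inhibition above the campaign's mean inhibition across all tested compounds plus 3 SD, cut at about 9.5% in these data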;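 note: 0% = DMSO only and 100% = 100 µM cantharidin control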
Target sequence (P53041 whole entry, looked up): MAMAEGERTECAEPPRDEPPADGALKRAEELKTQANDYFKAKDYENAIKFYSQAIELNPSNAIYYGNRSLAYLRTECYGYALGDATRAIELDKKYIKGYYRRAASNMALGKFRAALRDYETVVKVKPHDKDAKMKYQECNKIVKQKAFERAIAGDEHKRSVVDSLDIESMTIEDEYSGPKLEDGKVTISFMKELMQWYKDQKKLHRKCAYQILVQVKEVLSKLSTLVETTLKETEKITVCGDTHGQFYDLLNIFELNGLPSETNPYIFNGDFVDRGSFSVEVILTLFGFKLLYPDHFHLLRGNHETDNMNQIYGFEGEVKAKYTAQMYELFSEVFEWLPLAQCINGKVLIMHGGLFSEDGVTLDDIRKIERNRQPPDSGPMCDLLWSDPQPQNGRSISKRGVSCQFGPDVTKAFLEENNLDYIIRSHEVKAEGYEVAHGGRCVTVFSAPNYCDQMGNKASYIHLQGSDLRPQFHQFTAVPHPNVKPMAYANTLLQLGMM
PREPL inhibitor – PREPL enzyme inhibitors, primary screen, biochemical, fluorescence polarization. recombinant PREPL, fluorescence polarization activity-based probe. inhibition, % at 5.96 µM. actives 0.68% (n = 320,000). Prolyl endopeptidase-like (Homo sapiens), Q4J6C6. AID 2751, 2010; in the data active = inhibition above about 43%;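 note: 0% = enzyme with DMSO and 100% = wells lacking enzyme; many of its hits are not listed in these tables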
CTSL1 counter – Fasciola hepatica cathepsin L1 inhibitors, primary screen, counter-screen for PFM18AAP inhibitor project, biochemical, QFRET, fluorogenic peptide substrate; recombinant F. hepatica cathepsin L1, Z-Leu-Arg-MCA fluorescence; inhibition, % at 5.96 µM; actives 0.49% (n = 300,000); AID 1906, 2009;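 active = inhibition above the mean of all tested compounds plus 3 SD, set per screening campaign, cut at about 17% in these data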;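 note: 0% = plate median of test compound wells and 100% = 1 µM Z-Phe-Ala-diazomethylketone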
ZTA DNA inh – ZTA (EBV) inhibition in EBNA-1 counter-screen; actives 0.15% (n = 320,000); inhibition, % at 11 µM; AID 2234; ZTA-DNA binding, fluorescence polarization; P03206; in the data active = inhibition above about 33%
EBNA-1 inh – EBNA-1 DNA-binding inhibitors, primary screen, biochemical, fluorescence polarization; inhibition, % at 14.8 µM; actives 0.34% (n = 300,000); AID 1950, 2009; in the data active = inhibition above about 28%
HCV core dimer – inhibitors of HCV core protein dimerization, primary screen, biochemical, TR-FRET, high-throughput; actives 0.33% (n = 300,000); TR-FRET GST/Flag-core106 dimerization, 1536-well; inhibition, % at 5 µM;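 active = inhibition above the mean of all tested compounds plus 3 SD, set per screening campaign, cut at about 45% in these data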
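assay system = GST-tagged and Flag-tagged HCV core protein residues 1-106 | controls = unlabelled core106 and no-GST-core106 wells | incubation = compound-protein-antibody incubation 4 h at 22.5 °C | probe or stimulus = Eu donor and XL665 acceptor anti-tag antibodies | read-out = % inhibition based on acceptor/donor emission ratio | signal = TR-FRET 671 and 617 nm emission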
An asterisk follows results filed as active; . = not tested or not shown. Some of the compounds tested, so the mix of outcomes need not match the whole.

(1) N#Cc1ccc(CN2CCN(CC(=O)Nc3ccccc3C(=O)NC3CC3)CC2)cc1
(2) Cc1ccc(NC(=O)C2CCN(S(=O)(=O)c3ccc4c(c3)OCCO4)CC2)nc1
(3) O=C(CCS(=O)(=O)c1ccccc1)Nc1ccccc1N1CCOCC1
(4) O=C(c1cnn2c(C(F)(F)F)cc(-c3cccs3)nc12)N1CCCC1
(5) CCn1cc(/C=N/NC(=O)c2ccc3c(c2)OCO3)cn1
(6) COc1ccc(S(=O)(=O)N(c2onc(C)c2Cl)S(=O)(=O)c2ccc(OC)cc2)cc1
(7) CCOC(=O)N1CCN(C(=O)CSc2ccc3nnc(-c4ccncc4)n3n2)CC1

screen / no.	1	2	3	4	5	6	7
PREPL inhibitor	7	6	-7	20	-3	-15	-1
PP5 primary	-0.4	1.5	1.9	0.7	2.5	1.9	-0.4
EBNA-1 inh	.	-4	-8	6	1	2	3
HCV core dimer	.	-3	5	0	-13	-3	4
PP1 inh	-1	-3	2	-2	-4	1	-4
ZTA DNA inh	-4	-2	-5	-3	1	-2	3
CTSL1 counter	.	5	1	5	4	0	1
Efflux pump mplx	0.1	-0.1	0.1	0.1	0.3	0.0	-0.1
TPT1 inhibitor	.	2	-1	-2	0	-1	8

A draw from above in order of formula weight, falling:
(6) COc1ccc(S(=O)(=O)N(c2onc(C)c2Cl)S(=O)(=O)c2ccc(OC)cc2)cc1
(7) CCOC(=O)N1CCN(C(=O)CSc2ccc3nnc(-c4ccncc4)n3n2)CC1
(1) N#Cc1ccc(CN2CCN(CC(=O)Nc3ccccc3C(=O)NC3CC3)CC2)cc1
(2) Cc1ccc(NC(=O)C2CCN(S(=O)(=O)c3ccc4c(c3)OCCO4)CC2)nc1
(3) O=C(CCS(=O)(=O)c1ccccc1)Nc1ccccc1N1CCOCC1
(5) CCn1cc(/C=N/NC(=O)c2ccc3c(c2)OCO3)cn1

screen / no.	6	7	1	2	3	5
PREPL inhibitor	-15	-1	7	6	-7	-3
PP5 primary	1.9	-0.4	-0.4	1.5	1.9	2.5
EBNA-1 inh	2	3	.	-4	-8	1
HCV core dimer	-3	4	.	-3	5	-13
PP1 inh	1	-4	-1	-3	2	-4
ZTA DNA inh	-2	3	-4	-2	-5	1
CTSL1 counter	0	1	.	5	1	4
Efflux pump mplx	0.0	-0.1	0.1	-0.1	0.1	0.3
TPT1 inhibitor	-1	8	.	2	-1	0
